Lmaj promast: reduces viability of Leishmania major promastigotes; resazurin fluorescence viability; inhibition, % at 10 µM; 200,000 tested, 9% active; AID 1063;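 also: promastigotes grown with compound for 44 hours at 28 °C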
RAM inhibit: yeast RAM network inhibition; S. cerevisiae dse1pr::URA3 reporter, 5-FOA growth OD615, 2 d; analog-sensitive cbk1-as2 kinase mutant strain; inhibition, % at 50 µM; 190,000 tested, 1.8% active; AID 868;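 active = inhibition above a set limit, 3 SD over mean compound inhibition, cut at about 8.4% in these data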;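 also: 0% = DMSO-only wells with no growth and 100% = 10 µM 1-NA-PP1 full growth; inhibition rescues growth on 5-FOA so higher OD means more RAM inhibition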
Diaph act CS: activates diaphorase or chemically reduces, flagging diaphorase assay artifacts. Diaphorase/resazurin coupled assay, resorufin fluorescence, 16 min; active compounds read high; 1 = vehicle wells, 0 = NADH-free wells. activation factor at 20 µM. 190,000 tested, 0.005% active;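 active = diaphorase activity raised at least twofold by the compound at 20 µM; inactive = activation factor below 2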
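Material: purified diaphorase enzyme from Clostridium kluyveri; Also added: 0.114 mM NADH and 0.1 mM resazurin, final amounts; Doses: single compound dose of 20 µM, 1% DMSO final; Times: 16 min enzyme reaction, ambient temperature; Detection: resorufin fluorescence, excitation 544 nm, emission 590 nm; Measure: increased resorufin signal from activators or reducing compounds.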
S1P3 antagonist: S1P3 (human) receptor antagonism; Q99500; CHO S1P3 NFAT-BLA reporter, FRET fluorescence, antagonist mode; inhibition, % at 4.98 µM; 170,000 tested, 0.27% active;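 active = inhibition above the plate cutoff, the mean inhibition of test wells on that plate plus 3 SD, cut at about 28% in these data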;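 also: cells challenged with S1P at its EC80 of 0.8 µM; blue over green emission ratio from cleaved BLA substrate after 4 h stimulation; 0% = S1P-stimulated wells and 100% = unstimulated DMSO-only wells; some compounds past the cut are filed as inactive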
Target sequence (Q99500 whole entry, looked up): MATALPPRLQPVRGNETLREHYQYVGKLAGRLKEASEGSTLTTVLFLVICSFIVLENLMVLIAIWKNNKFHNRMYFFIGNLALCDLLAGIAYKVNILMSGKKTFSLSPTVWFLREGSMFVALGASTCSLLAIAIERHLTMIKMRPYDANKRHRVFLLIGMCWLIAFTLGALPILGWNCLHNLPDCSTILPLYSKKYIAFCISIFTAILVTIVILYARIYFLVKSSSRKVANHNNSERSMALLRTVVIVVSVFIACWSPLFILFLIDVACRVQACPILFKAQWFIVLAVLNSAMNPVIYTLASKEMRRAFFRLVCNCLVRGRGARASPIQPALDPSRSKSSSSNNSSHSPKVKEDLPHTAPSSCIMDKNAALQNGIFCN
Hsp70 act: transcriptional activators of Hsp70; HeLa Hsp70 promoter luciferase reporter, luminescence; scaled: vehicle 0, proteasome-inhibitor control 100%; activation, % at 10 µM; 200,000 tested, 0.04% active; AID 1203;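 active = activation above the mean across all tested compounds plus 3 SD, cutoff set per campaign, cut at about 5.5% in these data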;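 also: 100% = MG132 at 30 µM as the positive control and 0% = DMSO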
PMI activator: increases human mannose-6-phosphate isomerase activity; AID 1214; activation factor at 20 µM; P34949; purified human PMI, coupled resazurin fluorescence, 20 min; active compounds read high; 1 = vehicle control, 0 substrate-free wells; 190,000 tested, 0.005% active;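 active = activation factor of 2 or more at 20 µM, relative to plate controls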
Target sequence (P34949 whole entry, looked up): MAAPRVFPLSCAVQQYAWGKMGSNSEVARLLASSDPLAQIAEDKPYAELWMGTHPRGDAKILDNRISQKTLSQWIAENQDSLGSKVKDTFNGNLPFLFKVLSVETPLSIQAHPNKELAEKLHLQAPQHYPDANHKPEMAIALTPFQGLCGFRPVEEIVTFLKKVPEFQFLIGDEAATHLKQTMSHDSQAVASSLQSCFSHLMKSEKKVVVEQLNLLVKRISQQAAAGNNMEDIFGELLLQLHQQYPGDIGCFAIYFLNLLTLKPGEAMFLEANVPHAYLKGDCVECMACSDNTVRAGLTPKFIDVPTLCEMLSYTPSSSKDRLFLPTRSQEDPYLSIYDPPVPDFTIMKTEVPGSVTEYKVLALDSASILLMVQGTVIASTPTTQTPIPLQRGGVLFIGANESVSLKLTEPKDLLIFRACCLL
PMI act hi M6P: PMI (human) activation, high substrate. 190,000 tested, 0.34% active. P34949. AID 1216. coupled PMI enzyme assay, resazurin fluorescence, 20 min; active compounds read high; 1 = untreated enzyme, 0 = substrate-free blank. activation factor at 20 µM;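 active = activation factor of 2 or more at 20 µM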
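Test system: human phosphomannose isomerase with PGI, G6PDH, diaphorase coupling enzymes / Doses: 20 µM compound, 1% DMSO / Times: enzyme reaction with compound 20 min at room temperature / Measured by: Diaphorase-driven resazurin-to-resorufin fluorescence, excitation 544, emission 590 nm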
G6PDH counter: L. mesenteroides G6PDH inhibition counter-screen | Purified L. mesenteroides G6PDH, diaphorase/resazurin coupled fluorescence, 45 min | inhibition, % at 5 µM | 200,000 tested, 0.12% active | AID 1020
Redox H2O2 prof: compounds producing H2O2 with reducing agent – biochemical, NIH compound library profiling, artefact control for MLSCN library redox annotation, primary screen; DTT-dependent redox cycling H2O2, phenol red/HRP absorbance; 100% = 100 µM peroxide control, 0% = buffer; activation, % at 10 µM; 200,000 tested, 0.03% active;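 active = activation of at least 50% relative to the plate's high and low controls in the primary single-dose screen; inactive = activation below 50%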;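 also: compound incubated with DTT at 0.8 mM final as the reducing agent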
TLR4-MyD88 BLA: inhibitors of human TLR4-MyD88 binding | 200,000 tested, 0.18% active | HeLa CL3-4 TLR4/MyD88 BLA complementation, FRET ratio | inhibition, % at 8.4 µM; in the data active = inhibition above about 25%;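 also: 0% = vehicle and 100% = reference inhibitor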
Diaph inh CS: diaphorase inhibition or chemical oxidation counter-screen; inhibition, % at 20 µM; 190,000 tested, 0.69% active; diaphorase resazurin-to-resorufin fluorescence, NADH, 16 min; bacterial (C. kluyveri) enzyme, not human;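 active = primary screen inhibition at 20 µM above a set limit, cut at about 50% in these data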;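 also: plate controls were DMSO with full reaction for no effect and wells lacking NADH for full effect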
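Benchmarks: positive control wells lacking NADH, neutral wells with DMSO only. System: bacterial diaphorase enzyme (C. kluyveri). Input: 0.14 U/mL diaphorase, enzyme working solution. Detection: resorufin fluorescence, excitation 544 nm, emission 590 nm. Times: 16-min room-temperature incubation before reading.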
Active calls of the source: *; . = not tested or not shown. Rule as the data show it, unless noted: active = inhibition above about 50%; inactive = the rest.

Every second line gives: Lmaj promast	RAM inhibit	Diaph act CS	S1P3 antagonist	Hsp70 act	PMI activator	PMI act hi M6P	G6PDH counter	Redox H2O2 prof	TLR4-MyD88 BLA	Diaph inh CS
O=C1/C(=C/c2ccccc2)CCC1C1CCCC1 (stereo unspecified)
 : -10	1.6	0.8	-8	-0.1	0.8	0.8	8	0.1	1	16
O=C(NCc1ccccn1)c1ccc(Br)s1
 : 9	-0.5	1	31	0.1	1	1.1	-15	0.8	0	0
CC1CN(Cc2nc3c(c(=O)n(C)c(=O)n3C)n2Cc2ccccc2)CC(C)O1 (stereo unspecified)
 : 14	0.6	0.8	-33	-0.3	1	1	-1	0.4	10	17
Clc1ccc(CSc2nncn2-c2ccccn2)cc1
 : -6	0.0	0.9	10	0.1	0.9	0.9	4	0.1	-3	12
Cc1cccc(C)c1OCCSc1n[nH]c(N)n1
 : 0	1.1	0.9	.	-0.3	1	1	1	1.0	-3	10
Cc1ccccc1NC(=S)NCCc1ccccn1
 : -4	1.8	0.9	.	0.0	1	1.1	2	0.2	-8	7
COC(=O)CCN(C(=O)c1ccc(OC(C)=O)cc1)c1ccccn1
 : -10	2.7	0.9	.	-0.2	1	1	-8	-4.3	6	13
CCCC1c2ccc(C)n2CCN1C(=O)Nc1ccc(F)cc1 (stereo unspecified)
 : 8	-0.1	0.8	34	0.0	1	0.8	1	0.8	-9	19
CCn1c(CC(=O)Nc2cccc(OC)c2)nnc1SCC(=O)N1CCN(c2ccccc2)CC1
 : -4	6.7	0.9	3	-0.5	1.2	1.4	2	-0.4	12	12
CC1CCN(C(=O)COc2cccc3c2CCN(Cc2ccccc2)C3=O)CC1
 : 8	-1.6	1	8	-0.3	1	0.9	15	-1.2	4	1

A second format for 2 compounds above.
Structure | Lmaj promast | RAM inhibit | Diaph act CS | S1P3 antagonist | Hsp70 act | PMI activator | PMI act hi M6P | G6PDH counter | Redox H2O2 prof | TLR4-MyD88 BLA | Diaph inh CS
CC1CN(Cc2nc3c(c(=O)n(C)c(=O)n3C)n2Cc2ccccc2)CC(C)O1 (stereo unspecified) | 14 | 0.6 | 0.8 | -33 | -0.3 | 1 | 1 | -1 | 0.4 | 10 | 17
Clc1ccc(CSc2nncn2-c2ccccn2)cc1 | -6 | 0.0 | 0.9 | 10 | 0.1 | 0.9 | 0.9 | 4 | 0.1 | -3 | 12

Further results
Every second line gives: Lmaj promast	RAM inhibit	Diaph act CS	S1P3 antagonist	Hsp70 act	PMI activator	PMI act hi M6P	G6PDH counter	Redox H2O2 prof	TLR4-MyD88 BLA	Diaph inh CS
CCOc1ccc(S(=O)(=O)n2cc(-c3ccc(F)cc3)c(N)n2)cc1
 : -1	6.2	0.8	.	-0.2	0.9	0.9	4	-1.1	5	19
CCOc1ccc(CN2CCN(Cc3cnc(-c4ccccc4)s3)CC2CCO)cc1 (stereo unspecified)
 : 86*	0.7	1	-2	-0.1	0.9	0.9	-3	-0.5	-16	4
O=C(OC(C(=O)NCC1CCCO1)c1ccccn1)c1cccs1 (stereo unspecified)
 : -4	0.0	0.9	.	-0.1	1	1	1	0.5	3	15
CC1CC(C)(C)Nc2ccc(OC(=O)c3ccco3)cc21 (stereo unspecified)
 : 98*	-0.3	1	19	-0.8	0.9	0.7	8	3.1	2	4
CC1(C(=O)Nc2nnc(C(C)(C)C)s2)Cc2ccccc2C(=O)O1 (stereo unspecified)
 : -3	2.1	1.2	.	-0.5	1	1.1	6	1.0	-3	-16
O=C(N/N=C/c1ccc(-c2cccc([N+](=O)[O-])c2)o1)[C@H]1C[C@@H]1c1ccccc1
 : 8	2.4	0.8	13	-0.2	1	0.9	4	0.0	-15	24
CC(C)OC(=O)CSc1nc(Cc2cccs2)nc2ccccc12
 : -4	6.2	0.8	3	-0.4	0.9	0.9	11	0.0	-13	24
CCOc1ccc(NC(=O)c2ccc(NC(=O)CSc3nc4ccccc4c(=O)[nH]3)cc2)cc1
 : -5	5.0	1.1	-11	0.0	1.1	1.1	1	0.3	-8	-13
COC(=O)c1ccc(NC(=O)C23CC4CC(C2)CC(n2cnc(Cl)n2)(C4)C3)cc1
 : 6	-0.6	1	.	-0.1	1	1.1	3	0.7	3	-3
O=C(COC(=O)c1ccc[nH]c1=O)NC1CCCCCC1
 : 8	2.3	0.9	-16	-0.1	1	1.1	-1	-2.2	13	6
O=C(NCc1ccccn1)C(=O)NN=C1CCCCCCCCCCC1
 : -5	1.1	0.9	7	-0.4	1	0.9	5	0.2	-19	9
CCOC(=O)Cc1csc(NC(=O)CS(=O)(=O)Cc2ccccc2)n1
 : -6	0.3	0.9	16	0.2	0.9	1	-3	0.1	7	12
COc1ccc(C(=O)/C=C/c2ccc(N3CCCCC3)c([N+](=O)[O-])c2)cc1
 : 28	0.2	0.9	-13	0.0	0.9	1	-8	2.3	4	10
N#Cc1c(-c2ccco2)nc(SCC(=O)Nc2ccc(S(N)(=O)=O)cc2)[nH]c1=O
 : -25	-0.1	0.9	.	-0.4	1.1	1.1	-2	0.1	0	7
C=CCOC(=O)C(C#N)c1nc2ccccc2nc1N1CCCC1 (stereo unspecified)
 : 11	3.5	0.9	-27	-0.2	0.8	0.9	1	2.4	15	9
CCSc1nnc(NC(=O)C2CC2c2ccccc2)s1 (stereo unspecified)
 : 82*	4.9	1	-2	-0.2	0.8	1.1	-2	-0.8	11	-1
COCCN=C1Sc2nc3cc4c(cc3cc2CN1CC1CCCO1)OCO4 (stereo unspecified)
 : 4	4.2	1	-5	0.0	1	1	14	-1.1	4	-4
Cc1ccc2cccc(NC(=O)c3ccc(Br)o3)c2n1
 : 4	0.8	1	-21	-0.5	1.1	1	1	1.9	4	-5
COC(=O)C1=C(C)N(c2ccc(Cl)c(Cl)c2)C(=O)C1
 : 80*	1.2	0.9	19	0.0	1.1	1.1	-1	-0.2	16	8
CC(C)c1nnc(NC(=O)CSc2ncn[nH]2)s1
 : -4	0.9	0.9	-14	0.1	0.9	1	3	1.0	-17	11
COc1ccccc1NC(=S)NCCSc1ccc(Cl)cc1
 : 8	7.0	0.7	-10	-0.2	0.9	0.9	-5	0.0	-2	26
O=c1cc(-c2ccccc2)[nH]c2cc(Cl)ccc12
 : 2	0.5	1	-18	0.1	1	1.1	2	0.4	-5	1
COc1ccccc1-c1nn2c(-c3ccc(C(C)(C)C)cc3)nnc2s1
 : .	.	0.8	.	.	0.9	0.9	11	.	.	20
CCn1c2ccccc2c2cc(NC(=O)c3cc(C)on3)ccc21
 : 14	3.7	0.8	3	-0.2	1	0.9	13	0.2	-5	16
Cc1cc(C(=O)COc2cccc3cccnc23)c(C)n1C
 : -4	0.9	0.6	2	-0.3	0.8	1	-5	2.4	-1	44
CCC(=O)Nc1ccc(-c2nnc(SCC(=O)N3CCCCC3)n2C)cc1
 : -4	2.5	0.9	.	-0.1	1	1.1	-4	0.0	-7	10
O=C(Nc1ccc2c(c1)OCO2)c1cnn2c1NC(c1ccco1)CC2C(F)(F)F (stereo unspecified)
 : -5	2.7	0.9	19	-0.4	0.9	0.9	4	2.2	2	14
N#Cc1ccccc1Cn1c(=O)n(CCCC(=O)NCc2ccc3c(c2)OCO3)c(=O)c2ccccc21
 : 10	3.8	0.9	-40	-0.5	0.9	0.9	-2	0.9	-11	6
O=C(O)c1ccc(-n2[nH]c3c(c2=O)CCCC3)cc1
 : -7	-0.2	1	1	0.0	1.3	1.1	5	0.9	0	4
CC(=O)C1=C(C)NC(=O)NC1c1ccc(Cl)cc1 (stereo unspecified)
 : 17	0.2	0.9	-9	-0.2	1	0.9	4	-1.1	1	8
S=C(NC1CCCC1)N1CCOCC1
 : -8	2.7	1	-11	-0.1	1	1	1	-0.2	-11	0
COc1ccccc1Oc1ccc(N/C=C/C(=O)C(C)(C)C)cc1
 : 1	3.6	0.7	11	-0.3	0.9	0.9	6	-0.3	-13	27
Cc1ccc(-c2nnn(CC(=O)N(Cc3cccs3)C(C(=O)NC3CCCCC3)c3ccco3)n2)o1 (stereo unspecified)
 : -2	6.0	0.9	.	-0.3	0.9	1	-2	0.4	16	7
COc1ccc(N(Cc2cc3ccc(C)cc3[nH]c2=O)C(C)=O)cc1
 : -4	1.7	0.9	-10	0.0	1.1	1	2	0.9	-7	7
O=C(CCC1N=C2c3ccccc3N=C(SCc3ccc(Cl)cc3)N2C1=O)NCc1ccco1 (stereo unspecified)
 : 24	2.2	0.7	-2	-0.1	0.9	0.9	8	-1.1	-14	28
CC1CCCN(CCOc2ccc(Br)cc2)C1 (stereo unspecified)
 : 51*	-0.2	1	14	-0.2	1.1	1.2	2	-0.1	8	4
COc1ccc(OC)c(NC(=O)COC(=O)CN(C)S(=O)(=O)c2ccc(C)cc2)c1
 : -11	1.1	0.9	6	-0.4	1	1	4	-0.1	8	12
COc1ccc(CN(C)CC(=O)NC(=O)NCc2ccccc2)cc1OC
 : 32	1.9	1	8	-0.3	1	1	-6	-0.3	9	2
CCn1c(SCC(=O)C(C)(C)C)nnc1-c1ccccc1OC
 : 1	0.6	0.8	-26	0.0	0.9	0.9	5	-0.4	0	16
CCOCCCN1C(=O)C(O)=C(C(C)=O)C1c1cccs1 (stereo unspecified)
 : -5	1.9	.	.	0.1	.	.	.	3.2	4	.
COc1cccc(/C=N/Nc2ncnc(Cl)c2N)c1O
 : 100*	1.6	0.9	0	-0.4	1	1.1	-6	-0.2	-2	15
Cc1ccc([N+](=O)[O-])c(C(=O)Nc2cccnc2Cl)c1
 : -2	0.2	0.9	22	0.1	1	1	-3	-2.5	-4	8
CC1SC(=NC(=O)C(C)N2C(=O)c3ccccc3C2=O)NC1=O (stereo unspecified)
 : -6	-0.1	1	.	-0.5	1.1	1.1	9	0.8	-13	-2
COc1cc(S(=O)(=O)N2CCOCC2)ccc1NC(=O)COC(=O)c1ccccn1
 : 2	2.4	0.8	.	-0.5	0.9	1	2	0.2	12	17
CC(=O)Nc1cccc(-c2nnc(SCC(=O)n3c4c(c5ccccc53)CCCC4)n2C)c1
 : -5	2.4	0.8	.	0.0	1	1.1	3	0.2	-15	19
